# Yfh1-off respiration = enhancers of respiration in Yfh1-depleted yeast, dose response, Friedreich's ataxia, plus single-dose screen (AID 1465). 220,000 tested, 0.074% active. S. cerevisiae Yfh1-off respiration, WST-1 reduction, 72 h; higher fold induction means a stronger effect. fold induction at 50 µM, or EC50 in µM where a hit was titrated;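 active = fold induction of absorbance versus untreated yeast above a set limit, then at least 30% activation at any dose in follow-up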;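 also: activators that raise dye reduction in frataxin-depleted yeast; strong numbers were not always called active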
# Autophagy mod = alters autophagy in cells; calls only at 10 µM (by protocol); 190,000 tested, 0.98% active; MEF GFP-LC3 puncta imaging; test concentration mostly 10 µM;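 active = percentage of spot-positive cells more than 3 SD above its plate mean, without a fluorescence outlier flag or 80% toxicity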;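 also: spot-positive cell cutoff set from DMSO-treated cells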
# MT stabilize HCS = microtubule stabilization, imaging screen. HeLa tubulin immunostaining HCS, 24 h; share of cells brighter than vehicle mean+2SD. 200,000 tested, 0.83% active. % tubulin-high responders, % at 10 µM;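 active = plate Z-score above 3 for both tubulin-high and condensed-nucleus cell shares, with cell loss under 80%, at 10 µM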;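 also: anti alpha tubulin signal scored within the nucleus-defined area of each cell; some results filed as inactive read as strong as hits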
# Hep lipid drop = hepatic lipid droplet formation modulation. 240,000 tested, 0.4% active. inhibition, % at 6.5 µM. AID 1656. AML12 mouse hepatocytes, oleate lipid droplets, BODIPY imaging;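 active = lipid droplet intensity inhibited by at least 50%, with more than 500 cells counted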
#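 Assay system: AML12 hepatocytes (mouse); Probe or stimulus: oleic acid at 100 µM to induce lipid droplet formation; Dosing: compound at 6.5 µM only; Schedule: compound with oleate, overnight; Detection: fluorescence imaging, 20x objective, two fields per well; Measure: % inhibition of lipid droplet signal.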
# Dynein cargo inh = blocks dynein driven cargo transport along microtubules; 220,000 tested, 0.47% active; AID 1381; 3617.4 mouse cells, GR-EGFP nuclear translocation imaging; test concentration mostly 20 µM; stimulated with dexamethasone, 1 µM; hits give low values; z-score, hits read low;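 active = plate z-score of nuclear minus cytoplasmic receptor signal below a set negative limit, without overly bright fluorescence or cell loss, cut at about -3.5 in these data, passing the limit was not always enough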;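 also: z-score of nuclear minus cytoplasmic ring GR-EGFP intensity difference per well; some compounds called inactive have numbers as strong as hits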
#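 medium = tetracycline-free induction medium containing charcoal-stripped FBS | also added = 1.0 µM final dexamethasone stimulus | schedule = 48 h induction, 1 h compound, 30 min dex at 37 °C | technique = fixed, Hoechst-stained cells imaged at 10x for EGFP | measure = GR-EGFP nuclear translocation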
# P. falciparum M1AAP = P. falciparum M1AAP inhibitors, biochemical, fluorogenic H-Leu-NHMec substrate, 1536-well (AID 1445); recombinant M1AAP, H-Leu-NHMec fluorogenic kinetic assay; higher % means a stronger effect; inhibition, % at 30 µM, or IC50 in µM where a hit was titrated; 220,000 tested, 0.42% active;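 active = primary inhibition above the hit cutoff, then over 50% inhibition at one or more dose response concentrations, cut at about 23% in these data, passing the limit was not always enough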;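 also: plate controls were DMSO full reaction for no effect and no enzyme background for full effect; strong numbers were not always called active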
# CSM14.1 death rescue = protection against thapsigargin-triggered cell killing – 384-well, CSM14.1, ATP luminescence, primary screen (AID 1222). CSM14.1 thapsigargin-induced death rescue, ATP luminescence; higher % means a stronger effect. cellular ATP content (survival), % at 20 µM, or EC50 in µM where a hit was titrated. 190,000 tested, under 10 active;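 active = EC50 below 50 µM in the dose-response confirmation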;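 also: death triggered by thapsigargin at about 15 µM added after 2 h compound pretreatment; cell ATP read after overnight thapsigargin exposure of roughly 18 to 22 hours; normalized against plate controls of thapsigargin alone and 5% DMSO vehicle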
# Ins promoter up = MIN6 insulin promoter up-regulation | MIN6 insulin promoter-GFP reporter, high-content imaging; hits give high values | z-score at 5 µM | 190,000 tested, 0.3% active | AID 1625;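 active = z-score above 3 at 5 µM with at least 500 cells counted in the well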
# P. falciparum M17LAP = P. falciparum M17LAP inhibitors, primary screen, biochemical, fluorogenic H-Leu-NHMec substrate, 1536-well (AID 1619). recombinant M17LAP, H-Leu-NHMec fluorogenic kinetic assay; higher % means a stronger effect. one-dose inhibition, % at 30 µM; IC50 in µM for titrated hits. 220,000 tested, 0.38% active;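 active = compound inhibiting the enzyme by more than half at any dose during confirmatory dose-response retesting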;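 also: plate controls were full reaction with DMSO carrier for no effect and no enzyme background for full effect; strong numbers were not always called active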
# Dynein cargo inh cytoplasmic EGFP = recorded beside Dynein cargo inh, whose call it bears; z-score; measured here: cytoplasmic GR-EGFP intensity; hits give high values
# Dynein cargo inh nuclear GR-EGFP = further read-out of Dynein cargo inh, marked with its call; z-score; measured here: nuclear GR-EGFP intensity;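 lower value marks the stronger effect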
# Dynein cargo inh cell count = further read-out of Dynein cargo inh, marked with its call; z-score; measured here: cell count per field
# Ins promoter up cell count = also measured in Ins promoter up; calls as there; cell count; measured here: cytotoxicity, nuclei count;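 total cells summed across four imaged fields per well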
# Hep lipid drop cells 6.5 µM = recorded beside Hep lipid drop, whose call it bears; cell count; measured here: cell count, cytotoxicity flag;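 cells counted across two imaged fields per well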
# MT stabilize HCS Hoechst-high % = also measured in MT stabilize HCS; calls as there; % Hoechst-high responders; measured here: nuclear condensation Hoechst responders;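 share of cells brighter than vehicle mean plus two SD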
# MT stabilize HCS cytotoxicity % = recorded beside MT stabilize HCS, whose call it bears; toxicity, %; measured here: cytotoxicity by cell density;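 0% = mean cell density of plate MIN control wells and 100% = no cells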
# Autophagy mod cell loss 18 h = further read-out of Autophagy mod, marked with its call; toxicity, %; measured here: cell loss, nuclei count;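 cell loss after 18 h compound exposure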
# * = called active by the depositor; i = inactive; . = no result given; + = active, no number.
SMILES,Yfh1-off respiration,Autophagy mod,Autophagy mod cell loss 18 h,MT stabilize HCS,MT stabilize HCS Hoechst-high %,MT stabilize HCS cytotoxicity %,Hep lipid drop,Hep lipid drop cells 6.5 µM,Dynein cargo inh,Dynein cargo inh cytoplasmic EGFP,Dynein cargo inh nuclear GR-EGFP,Dynein cargo inh cell count,P. falciparum M1AAP,CSM14.1 death rescue,Ins promoter up,Ins promoter up cell count,P. falciparum M17LAP
CCCc1nc2ccc([N+](=O)[O-])cc2[nH]1,i,i,-5,3.1,1.2,7.1,-17,727,1.3,-0.19,1.5,-0.72,.,0.5%,-0.16,1477,.
C/C=C/Cn1c(SCc2ccccc2)nc2c1c(=O)[nH]c(=O)n2C,i,i,-16,3.4,3.8,1.9,.,.,0.42,-0.36,0.21,-0.28,-4%,1.1%,.,.,-9%
O=C(O)CCC(=O)NNC(=O)c1ccc(Br)cc1,i,i,7,3.0,3.7,6.7,15,684,-0.079,-0.085,0.13,0.18,-1%,0.0%,0.15,1345,2%
COc1cc(OC)c(NS(=O)(=O)c2cccc(C(=O)OCC(=O)NCC3CCCO3)c2)cc1Cl (centres undefined),i,i,1,2.6,2.3,10,15,663,-1.3,-0.3,-0.28,0.41,13%,-0.8%,0.3,1300,-3%
Cc1ccc(S(=O)(=O)Nc2c(C)n(C)n(-c3ccccc3)c2=O)cc1C(=O)OC(C)C(=O)N(C)c1ccccc1 (centres undefined),i,i,24,1.7,2.0,1.4,-8,693,3.3,-0.16,1.4,-1.2,-5%,0.7%,-1.1,1242,-1%
CCn1nc(C)c(CN2CCCC(C(=O)c3cccc(OC(C)C)c3)C2)c1C (centres undefined),i,i,0,2.0,3.0,4.2,-72,571,-0.44,-0.13,-0.3,-0.69,-4%,0.5%,-0.97,846,-13%
CCN(CC)C(=O)C(=O)N/N=C/c1ccc(C(=O)O)cc1,i,i,-7,2.5,3.0,9.3,-5,671,-0.92,-0.12,-0.14,0.062,2%,-0.6%,0.34,1507,12%
Cc1ccc(F)cc1NCC(=O)Nc1ccc(Cl)cc1F,i,i,-1,4.9,1.8,8.7,-4,707,-0.78,-0.23,-0.38,0.22,11%,-1.9%,-0.18,1550,0%
NCCCC[C@H]1CNC(=O)C(=O)N1CC1CCCCC1,i,.,.,.,.,.,-36,661,2.8,-0.19,1.6,-1.6,6%,.,0.49,704,12%
COc1ccc(NC(=O)c2cc(S(=O)(=O)N(C)C)ccc2N2CCCC2)cc1Cl,i,i,-7,1.7,2.8,8.2,-2,640,-0.74,-0.29,-0.68,0.7,11%,-0.2%,-0.1,1328,1%
O=c1c2[nH]c3ccc(Br)cc3c2ncn1CCCn1ccnc1,i,i,-17,1.9,1.6,11,.,.,0.075,0.56,0.2,-0.19,7%,8.4%,0.05,1539,2%
CC(C)c1nnc(NC(=O)CSc2nnc(-c3ccco3)o2)s1,i,i,-13,2.2,2.6,8.2,-14,702,-0.23,-0.16,0.11,-0.73,-1%,2.7%,-0.18,1411,20%
Cc1ccc(S(=O)(=O)N2CCc3ccccc3C2CC(=O)O)cc1 (centres undefined),i,.,.,.,.,.,-9,680,1.3,-0.21,0.69,-1.2,1%,.,-0.08,1094,3%
COc1ccc(Cl)cc1NC(=S)NCc1ccco1,i,i,-1,3.3,1.6,3.3,.,.,0.0035,-0.07,-0.41,-1.1,-4%,-2.0%,.,.,-7%
Cc1nc2c(=O)n(-c3ccc(F)cc3F)nc(C)c2s1,i,.,.,.,.,.,6,759,0.91,-0.26,0.24,-0.31,5%,.,.,.,2%
COc1ccc(OC)c(CNc2nc3ccccc3n2CCN2CCCCC2)c1,i,i,15,5.3,2.8,7.3,-11,763,-0.26,-0.15,0.19,0.011,5%,-2.6%,-1.3,1251,5%
O=C(Nc1ccsc1C(=O)N1CCCC1)c1ccccc1,i,i,-6,4.1,1.7,0.6,13,692,-0.73,-0.17,-0.28,1,0%,.,-0.44,1194,3%
Cc1cc(C)c(C(=O)COC(=O)c2cccnc2Cl)c(C)c1,i,i,-8,3.5,1.9,7.3,4,716,-1.4,-0.36,-0.71,1.3,14%,-0.3%,0.11,1551,2%
Cc1ccccc1OCC(O)CN1CCN(CCN2C(=O)c3cccc4cccc(c34)C2=O)CC1 (centres undefined),i,i,5,3.2,3.0,7.1,-25,604,1.2,-0.19,0.82,-1.4,3%,-2.0%,-0.53,1414,3%
COc1ccc(C(=O)CN2CCN(c3ccc(F)cc3)CC2)cc1OC,.,i,7,2.2,1.7,5.5,.,.,-1.1,-0.19,-0.52,0.76,2%,-0.2%,-0.48,1519,-15%
O=C(CC1NC(=S)NC1=O)c1ccc(Cl)cc1 (centres undefined),i,.,.,.,.,.,-44,482,0.98,-0.23,1.1,-0.99,-2%,.,.,.,2%
CCOc1ccccc1-n1c(SCC(=O)NC(C)(C)C)nnc1-c1ccoc1C,i,i,7,2.6,1.5,3.6,.,.,-0.85,-0.21,-0.56,2,2%,-0.1%,-0.69,1090,19%
Cc1ccc(-c2nn3c(C)nnc3s2)cc1NC(=O)c1ccc(OC(C)C)cc1,i,i,4,6.4,6.5,5.8,.,.,0.65,-0.18,0.6,-0.46,4%,6.4%,0.58,917,7%
O=C(N/N=C/c1sc(N2CCCCC2)nc1-c1cccs1)C1CC1,i,i,-1,3.2,2.6,12,13,681,2.5,-0.14,1.2,-0.55,-1%,14%,1.1,1417,10%
Clc1ccc(CNc2ccc3nnc(-c4ccccc4)n3n2)cc1,.,i,-37,3.2,2.8,7.0,19,609,-0.87,-0.21,0.23,0.66,0%,6.0%,-2.3,1109,-2%
Cc1ccc(Cl)cc1N1CCN(Cc2nc3ccsc3c(=O)[nH]2)CC1,i,i,-6,2.6,1.8,2.8,14,854,-0.89,-0.24,0.2,0.69,-1%,1.2%,-0.17,989,-6%
CC(C)On1c(SCC(=O)N(C)C)nc2ccccc2c1=O,i,.,.,.,.,.,-12,718,-1.5,-0.099,-0.62,1,1%,.,-0.66,1333,-2%
CCOC(=O)/C(C#N)=C/C=C1\C=Cc2ccccc2N1CC,i,i,7,1.5,2.5,7.8,0,713,-0.32,-0.17,-0.54,0.38,3%,2.0%,.,.,1%
COc1cc2c3nnc(-c4ccc(F)cc4)c-3cn(Cc3cccc(F)c3)c2cc1OC,i,+,-4.2*,2.6,2.9,7.4,-4,694,1.6,0.26,0.82,0.21,0%,-0.6%,0.53,1113,-4%
O=C1CCN(C(=O)Nc2cccc(Cl)c2)N1,i,i,-2,2.8,1.5,11,.,.,-0.052,0.13,-0.19,0.45,4%,-1.4%,1.3,1384,95%
Cc1cccc(/C=N/NC(=O)NC2CCCCC2)c1,i,i,12,2.1,1.9,7.7,2,582,0.53,-0.29,0.57,0.69,1%,-3.9%,-0.08,1158,-1%
COC(=O)c1[nH]c2ccccc2c1NC(=O)CN1CCCc2ccccc21,i,i,11,2.4,1.6,3.0,.,.,-0.97,-0.023,-0.56,2.1,3%,1.1%,0.82,962,15%
NNC(=S)Nc1ccc(S(=O)(=O)N2CCCCC2)cc1,i,.,.,.,.,.,-6,701,-0.79,-0.24,0.39,0.49,-3%,.,0.2,1080,-6%
Cc1ccccc1OCC(=O)Nc1ccccc1N1CCCCC1,i,i,18,2.5,1.8,7.8,.,.,-0.79,-0.26,-0.44,2.5,-3%,-0.6%,-0.14,1172,2%
COc1ccc(OC)c(Nc2nc3ccccc3n3cnnc23)c1,i,.,.,.,.,.,-5,637,-0.98,-0.24,-0.095,1.1,11%,.,-1.3,921,-1%
Cc1c(N=NC2=C(O)CC(C)(C)CC2=O)cc2c(c1[N+](=O)[O-])C(C)(C)CC2(C)C,i,.,.,.,.,.,23,674,-0.48,-0.19,0.17,-0.19,1%,.,-0.24,1109,12%
CC(C)CN(C)Cc1c(C(=O)N2CCc3ccccc3C2)nc2ccc(Cl)cn12,i,i,-24,1.9,2.1,4.9,-9,671,-0.58,-0.3,-0.064,0.025,3%,2.6%,-0.7,1418,-7%
Cc1nn(-c2ccccc2)cc1C(c1c(N)[nH]c(=S)[nH]c1=O)c1c(N)[nH]c(=S)[nH]c1=O,i,i,0,3.5,1.2,3.6,-19,650,-1.5,-0.32,-0.63,1.8,31%,-1.0%,1.6,1468,16%

# Arranged by value in P. falciparum M1AAP (lowest first): 3 of the compounds above
structure	MT stabilize HCS Hoechst-high %	Dynein cargo inh	Dynein cargo inh cytoplasmic EGFP	Dynein cargo inh nuclear GR-EGFP	Dynein cargo inh cell count	P. falciparum M1AAP	P. falciparum M17LAP
O=C(N/N=C/c1sc(N2CCCCC2)nc1-c1cccs1)C1CC1	2.6	2.5	-0.14	1.2	-0.55	-1%	10%
COc1cc2c3nnc(-c4ccc(F)cc4)c-3cn(Cc3cccc(F)c3)c2cc1OC	2.9	1.6	0.26	0.82	0.21	0%	-4%
Cc1nn(-c2ccccc2)cc1C(c1c(N)[nH]c(=S)[nH]c1=O)c1c(N)[nH]c(=S)[nH]c1=O	1.2	-1.5	-0.32	-0.63	1.8	31%	16%
